CRFR2-BP antag: antagonists of CRF-BP/CRF-R2 complex, primary screen, cell-based, HEK293, calcium dye fluorescence, uHTS | CRF-induced calcium fluorescence | inhibition, % at 11.8 µM | 350,000 compounds, 0.59% hits;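 active = inhibition of the ligand-induced calcium signal above about 50% at the single tested concentration, limit read from the data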
M4 ag: human M4 muscarinic receptor agonists, primary screen, CHO-K1 cells, Fluo-8 calcium fluorescence. CHO-K1 hM4/Gqi5; vehicle 0%, full acetylcholine response 100%. activation, % at 3 µM. 360,000 compounds, 0.14% hits. AID 624127, 2012;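 active = activation above the run mean over all test wells plus 3 SD, cut at about 32% in these data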;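 also: peak over basal fluorescence ratio per well then scaled between controls; 0% = DMSO wells and 100% = acetylcholine at EC100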
CHRM5 antagonist: human M5 muscarinic receptor antagonists, primary screen, CHO cells, Fluo-8 calcium fluorescence; Muscarinic acetylcholine receptor M5 (Homo sapiens), P08912; CHO-hM5 cells, ACh EC80; inhibition, % at 3 µM; 360,000 compounds, 0.59% hits;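 active = inhibition above a per-plate cutoff, the mean of that plate's test compounds plus 3 SD, cut at about 27% in these data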;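 also: 0% = acetylcholine EC80 with DMSO and 100% = DMSO without agonist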
M4 PAM: human M4 muscarinic receptor positive allosteric modulators, primary screen, CHO-K1 cells, Fluo-8 calcium fluorescence; 360,000 compounds, 0.4% hits; activation, % at 3 µM; Muscarinic acetylcholine receptor M4 (Homo sapiens), P08173; CHO-K1 hM4/Gqi5, ACh EC20; 0% = ACh EC20, 100% = maximal ACh;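 active = activation above its plate's cutoff, the mean activation of sample wells plus 3 SD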; also: some results filed as inactive read as strong as hits
CRFR2-BP ag: agonists of CRF-BP/CRF-R2 complex, primary screen, cell-based, HEK293, calcium dye fluorescence, uHTS; activation, % at 13.2 µM; AID 588473, 2011; calcium dye fluorescence (FLIPR); percent of saturating CRF peptide response; 350,000 compounds, 0.46% hits;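 active = activation of at least 50%, plus an integration ratio under a set limit after plate pattern correction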;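 also: plate controls were neutral control wells without compound for no effect and CRF at EC100 for full effect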
M5 PAM: human M5 muscarinic receptor positive allosteric modulators, primary screen, CHO-K1 cells, Fluo-8 calcium fluorescence | CHO-K1 hM5, ACh EC20 PAM; 0% = ACh EC20, 100% = ACh EC100 | AID 624038, 2012 | activation, % at 3 µM | Muscarinic acetylcholine receptor M5 (Homo sapiens), P08912 | 360,000 compounds, 0.3% hits;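 active = activation above the run cutoff, the mean activation of all test compounds plus 3 SD, cut at about 18% in these data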
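Test system: CHO-K1 hM5 cells / Doses: single-point, 3 µM nominal / Times: Post-acetylcholine fluorescence recording 140 s / Technique: Fluo-8 calcium fluorescence / Measure: Max/basal fluorescence ratio as % of EC20–EC100 ACh window / Benchmarks: low control EC20 acetylcholine (0%), high control EC100 acetylcholine (100%) / Replicates: one well per compound, no replicates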
IDE cell inh: human IDE inhibitors in live cells, primary screen, fluorescence polarization, HEK cells, FAbetaB substrate. Insulin-degrading enzyme (Homo sapiens), P14735. FAbetaB cleavage. inhibition, % at 5.59 µM. 320,000 compounds, 0.41% hits. AID 434962, 2010;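 active = percent inhibition above the average of all tested compounds plus 3 SD, set per screening campaign, cut at about 16% in these data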;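 also: IDE supplied by intact live HEK cells; FP after avidin binding of uncleaved biotin substrate so inhibition keeps polarization high; 0% = DMSO wells and 100% = 60 µM reference IDE inhibitor Ii1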
Target sequence (P14735 whole entry, looked up): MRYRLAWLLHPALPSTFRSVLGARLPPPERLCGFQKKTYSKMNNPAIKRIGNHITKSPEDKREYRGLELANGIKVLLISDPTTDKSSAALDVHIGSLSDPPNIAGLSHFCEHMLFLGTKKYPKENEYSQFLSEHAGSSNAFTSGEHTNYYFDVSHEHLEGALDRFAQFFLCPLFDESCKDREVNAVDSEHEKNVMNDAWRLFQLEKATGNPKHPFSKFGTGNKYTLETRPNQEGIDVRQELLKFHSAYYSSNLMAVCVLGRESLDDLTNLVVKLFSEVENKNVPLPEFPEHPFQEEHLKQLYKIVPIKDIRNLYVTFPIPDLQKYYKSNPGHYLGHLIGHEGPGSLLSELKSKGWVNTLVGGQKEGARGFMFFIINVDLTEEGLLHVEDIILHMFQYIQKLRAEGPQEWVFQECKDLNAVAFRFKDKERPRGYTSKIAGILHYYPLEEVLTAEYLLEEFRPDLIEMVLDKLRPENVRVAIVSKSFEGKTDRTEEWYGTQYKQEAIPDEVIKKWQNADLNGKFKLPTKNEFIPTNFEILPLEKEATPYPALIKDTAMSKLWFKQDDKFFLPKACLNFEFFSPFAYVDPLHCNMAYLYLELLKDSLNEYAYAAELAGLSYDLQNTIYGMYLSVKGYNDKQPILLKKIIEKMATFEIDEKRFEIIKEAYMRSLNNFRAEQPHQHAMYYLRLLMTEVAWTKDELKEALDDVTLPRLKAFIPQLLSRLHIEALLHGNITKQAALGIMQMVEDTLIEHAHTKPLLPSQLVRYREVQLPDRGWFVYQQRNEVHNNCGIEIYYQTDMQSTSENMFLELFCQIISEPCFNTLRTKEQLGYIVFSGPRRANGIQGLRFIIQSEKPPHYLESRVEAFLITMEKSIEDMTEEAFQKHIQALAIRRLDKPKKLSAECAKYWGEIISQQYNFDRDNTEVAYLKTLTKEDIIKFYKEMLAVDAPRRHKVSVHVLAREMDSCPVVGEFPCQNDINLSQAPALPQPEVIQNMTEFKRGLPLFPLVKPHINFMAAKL
M4 antag: human M4 muscarinic receptor antagonists, primary screen, CHO cells, Fluo-8 calcium fluorescence; Muscarinic acetylcholine receptor M4 (Homo sapiens), P08173; CHO-hM4 cells, ACh EC80; inhibition, % at 3 µM; 360,000 compounds, 0.73% hits; AID 624125, 2012;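 active = inhibition above its plate's cutoff, the mean inhibition of sample wells plus 3 SD, cut at about 27% in these data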;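 also: 0% = acetylcholine EC80 with DMSO and 100% = DMSO without agonist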
M5 ag: human M5 muscarinic receptor agonists, primary screen, CHO-K1 cells, Fluo-8 calcium fluorescence; CHO-K1 hM5 cells; 0% DMSO wells, 100% maximal acetylcholine response; activation, % at 3 µM; 360,000 compounds, 0.19% hits;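 active = activation above the run's mean over test compounds plus 3 SD, cut at about 23% in these data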;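 also: signal is peak over basal fluorescence ratio across the kinetic read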
An asterisk follows results filed as active; nt = not tested or not shown; & = joins results of further samples. No enrichment for hits. About 2.9% of those tested had a hit in this group.

SMILES	CRFR2-BP antag	M4 ag	CHRM5 antagonist	M4 PAM	CRFR2-BP ag	M5 PAM	IDE cell inh	M4 antag	M5 ag
Cc1cnc(NC(=O)CCc2ccccc2)s1	-27	1	1	2	-1.9	-4	2	-7	2
COc1ccc2o/c(=N\O)c(C(=O)Nc3ccccc3OC)cc2c1	-50	0	2	-2	15	-1	28*	6	0
CCCS(=O)(=O)c1nc(S(=O)(=O)c2ccc(C)cc2)c(N2CCN(CCO)CC2)s1	-7	4	6	0	-1.0	-4	2	-3	-6
CN(C(=O)Cc1noc2ccccc12)c1ccccc1	10	1	10	5	2.1	-7	-3	-1	3
Cc1cccc(S(=O)(=O)C(C#N)c2nc3ccccc3nc2N2CCOCC2)c1 (stereo unspecified)	-10	5	-1	6	5.4	1	3	-2	9
O=[N+]([O-])/C(=C\Nc1ccccc1)S(=O)(=O)c1ccccc1	3	0	0	-2	1.7	0	5	-2	-2
O=S1(=O)CC(N2CC=CC2)CN1Cc1cn(Cc2cccc(Cl)c2)nn1 (stereo unspecified)	nt	2	-7	8	nt	5	nt	-14	1
c1ccc(NC2=NCCN2CCC2CCCCC2)cc1	-1	2	12	9	0.4	-2	0	3	-8
COc1ccc(Cl)cc1C(=O)NNC(=O)c1ccncc1	-6	0	-9	2	-2.0	3	3	-15	5
CCC(C)NC(=O)C1CCC(CNS(=O)(=O)c2ccccc2)CC1 (stereo unspecified)	9	1	-3	7	0.1	2	5	-22	1
O=C(COC(=O)Cn1cnc2ccccc21)NCCc1ccc(Cl)cc1	-5	0	1	1	-0.1	10	1	2	-7
O=C(OCC(=O)N1CCc2ccccc2C1)c1ccc(O)cc1	5	2	18	10	-3.5	-16	1	-3	2
CCCc1cc(=S)n2c([nH]c3ccccc32)c1C#N	37	2	10	-4	26	1	9	-2	1
CCOC(=O)N1CCC(Nc2c(Nc3ccc(C)c(C)c3)c(=O)c2=O)CC1	20	3	-5	9	-2.6	2	4	-7	-2
O=C1c2ccccc2C(=O)N1CCCCN(C(=O)c1cc2ccccc2oc1=O)c1ccc(F)cc1F	-8	8	10	-5	0.8	-12	-2	-2	-3
CCN1/C(=C2\C(=O)N(C)C(=S)N2c2ccccc2)C=Cc2ccccc21	2	1	-7	-4	-0.9	4	-1	-2	2
CCN(CC)CCCNC(=O)c1ccc(N2CCCCC2)c(NS(=O)(=O)c2ccc(C)cc2)c1	-10	2	2	-4	-0.8	-2	4	-4	-8
CCOC(=O)c1c(NC(=O)CSc2nnc(-c3ccccc3)n2CC)sc(C(C)=O)c1C	5	0	10	-13	-0.8	-5	8	-2	-2
Cc1ccc(N=Cc2ccc(O)cc2O)cc1F	1	1	4	-7	5.4	-3	14	9	-1
O=C(NC(=S)Nc1ccc(Oc2ccc(Cl)cc2)cc1)c1ccccc1	-26	0	-2	0	2.6	5	3	4	1
COc1ccc(C(=O)C2CCCN(C(=O)CCNC(C)=O)C2)cc1OC (stereo unspecified)	6	1	-4	0	-3.8	14	0	7	0
COc1ccc(OC)c(NC(=O)CCN2CCN(C/C=C/c3ccccc3)CC2)c1	9	3	0	4	-1.3	1	0	-6	-5
COc1ccc(-c2nc(-c3ccncc3)no2)cc1OC	40	1	-1	-4	-0.1	0	3	4	0
COc1ccc(NC(=O)CC2SC(=N)N(c3ccccc3)C2=O)c(OC)c1 (stereo unspecified)	8	1	-3	9	-2.8	7	-3	-12	3
O=C(c1cccc(C(=O)N2CCN(Cc3ccccc3)CC2)c1)N1CCN(Cc2ccccc2)CC1	-10	5	-6	9	-0.8	-6	4	8	-6
O=C(NC1CCCC1)C(c1ccccc1)N(C(=O)c1ccno1)c1ccccc1 (stereo unspecified)	-4	1	-4	-5	-0.8	-2	3	6	-10
O=C(CCC(=O)Nc1ccc(F)cc1)N/N=C/c1c[nH]c2ccccc12	-42	1	3	1	-2.3	-8	3	-6	-3
O=C(CCSc1nnc2scc(-c3ccccc3)n12)NCc1ccc2c(c1)OCO2	12	1	0	2	-0.3	-2	-1	-3	1
COc1ccccc1OCC(=O)Nc1ccc(NC(=O)COc2ccccc2OC)cc1	-8	5	5	-2	2.7	16	-5	8	4
Cc1cccc(-n2ncc3c(=O)[nH]c(SCC(=O)Nc4cc(C)on4)nc32)c1	5	1	7	5	-4.9	4	6	-14	3
O=C(Nc1ccccc1F)c1ccn[nH]1	3	0	6	-5	-0.3	2	2	5	3
COc1ccc(CCN2CC(C(=O)Nc3cccc(C(C)=O)c3)CC2=O)cc1OC (stereo unspecified)	3	2	7	8	-1.1	5	2	-3	-2
O=C(CN1CCCc2ccccc21)N/N=C/c1ccc(F)cc1F	-29	0	11	-9	-0.5	-4	7	0	-6
CCN(CCCNC(=O)c1c(C)cc(=O)oc1C)c1ccccc1	-3	0	-5	5	1.1	0	-1	3	0
CCN(CC(=O)Nc1ccccc1OC)CC(=O)Nc1sccc1C#N	8	9	7	-5	-1.8	0	0	-9	1
COc1ccc(Nc2nnc(SCc3cc(=O)n4ccsc4n3)s2)cc1	-27	7	1	-14	-0.9	-10	3	1	-3
C[C@]12CCC(=O)C=C1CC[C@@H]1[C@@H]2[C@@H](O)C[C@@]2(C)[C@H]1CC[C@]2(O)C(=O)CO	1&-20	1&0	-5&-2	4&1	-0.8&-2.1	0&-2	0&5	-13&-1	0&0
CC(C)Oc1ccc(CNC(=S)N/N=C/c2cccnc2)cc1	20	3	2	-3	-1.9	-7	3	-8	-2
Cc1nnsc1C(=O)NNC(=O)c1cccc2ccccc12	2	0	-6	-2	-1.1	9	5	0	4
Cc1ccc(C(=O)N2CCN(c3ncccn3)CC2)cc1	-2	2	0	-1	-0.9	2	nt	-4	-3
Cc1sc(-c2ccncc2)nc1OC(=O)c1cc(Cl)cc(Cl)c1	6	0	4	3	8.7	-2	0	0	2
Cc1ccc2c(C)cc[n+](CCCS(=O)(=O)[O-])c2c1	17	0	-11	-5	8.9	0	-1	-4	-3
CCCc1[nH]nc2c1C(c1cccc(OC(=O)c3ccco3)c1)C(C#N)=C(N)O2 (stereo unspecified)	-2	1	8	4	0.4	-8	2	0	1
CCCCOc1ccc(C(=O)Oc2ccc(C)nc2)cc1	15	0	-15	24	-2.4	3	1	2	0
COc1ccc(N(C(=O)c2cccnc2)S(=O)(=O)c2ccc(F)cc2)cc1	-7	0	1	-5	-0.9	-4	7	-8	2
CCOc1ccccc1NC(=O)COC(=O)C1CCC1	-5	0	4	9	0.1	8	-5	-3	-3
CC1CCN(C(=S)NC(=O)c2cccc([N+](=O)[O-])c2)CC1	-5	1	-4	-2	-0.1	-3	-4	-4	-6
O=c1oc2ccccc2cc1-c1nc2c(s1)CCCC2	10	2	-1	8	-4.5	1	5	-2	1
COc1ccc(NC(=O)c2nc3nc(C)cc(C(F)F)n3n2)cc1OC	8	1	-5	9	-0.4	0	-2	-16	2
CCOc1cc(/C=N/n2c(C)nc3ccccc3c2=O)ccc1O	5	1	18	1	0.4	-4	-3	-2	2
Cc1ccc(C(C)C)c(OCC(=O)NN=C2CCCCCCC2)c1	-77	1	-11	0	-1.8	3	1	-13	-2
COc1ccccc1CNc1ncc(-c2ccccc2)n1C	2	1	7	-15	-0.2	-9	nt	17	-2
Cc1ccc(-c2nn(-c3cc(Cl)ccc3[N+](=O)[O-])c(=O)c3ccccc23)cc1	13	-1	-13	-5	-1.1	-2	3	-17	0
COc1cc(NC(=O)c2ccc3c(c2)C(=O)N(CCC(C)C)C3=O)c(C(=O)O)cc1OC	51*	0	-5	-1	9.9	9	-1	10	5
O=C(c1cccs1)N1CCN(S(=O)(=O)N2CCOCC2)CC1	15	0	-2	3	-2.8	2	4	11	-2
Cc1ccccc1N(CC(=O)N1CCCCCC1)S(C)(=O)=O	4	0	15	-3	-1.6	1	-2	1	-10
CSc1nc(=S)c2[nH]c(=S)[nH]c2[nH]1	37	0	15	0	-1.0	-6	nt	1	-3
C=CCN1C(=O)C(CC(=O)O)SC1=Nc1cccc([N+](=O)[O-])c1 (stereo unspecified)	-8	13	11	-8	-2.1	-6	3	-1	0
O=C(O)COc1ccc(/C=C/C(=O)c2ccc(C3CCCCC3)cc2)cc1	10	1	4	-3	1.9	3	1	5	2
CC(C)CCn1c(N2CCc3ccccc3C2)nc2c1c(=O)[nH]c(=O)n2C	-22	2	3	3	-1.8	-10	1	4	0

Entries of single compounds, quoted from the list.
Cc1ccc(C(C)C)c(OCC(=O)NN=C2CCCCCCC2)c1 is entered as CRFR2-BP antag: -77; M4 ag: 1; CHRM5 antagonist: -11; M4 PAM: 0; CRFR2-BP ag: -1.8; M5 PAM: 3; IDE cell inh: 1; M4 antag: -13; M5 ag: -2
O=C(c1cccs1)N1CCN(S(=O)(=O)N2CCOCC2)CC1 is entered as CRFR2-BP antag: 15; M4 ag: 0; CHRM5 antagonist: -2; M4 PAM: 3; CRFR2-BP ag: -2.8; M5 PAM: 2; IDE cell inh: 4; M4 antag: 11; M5 ag: -2

Next records
SMILES	CRFR2-BP antag	M4 ag	CHRM5 antagonist	M4 PAM	CRFR2-BP ag	M5 PAM	IDE cell inh	M4 antag	M5 ag
Cc1ccc2cc(C=O)c(N(C)C)nc2c1	3	1	7	3	-1.0	-4	-2	0	1
CCN1C(=O)N(c2cccc3ccccc23)C(C)=CC1(C)C	-5	1	3	11	-1.9	1	2	0	-1
CCSc1nnc(NC(=O)Cn2cnc3ccccc3c2=O)s1	-8	1	-6	6	-0.9	2	2	-5	3
O=C(NCC1CCCO1)c1nn2c(C(F)(F)F)cc(-c3cccs3)nc2c1Cl (stereo unspecified)	-19	1	4	2	7.7	2	-1	2	-3
Nc1ccc(C(=O)OCC(=O)Nc2cc([N+](=O)[O-])ccc2F)cc1	17	4	1	-8	0.2	-6	-2	5	-3
O=C(O)c1c(-n2cccc2)sc2c1CCCC2	24	1	9	-2	0.2	-2	0	1	-1
COc1ccc(CCNc2c([N+](=O)[O-])c(=O)oc3ccccc23)cc1OC	-4	4	-1	14	1.1	-1	11	1	-1
C=CCNC(=S)N/N=C(\C)c1cccc(OC)c1	-11	0	-8	8	-1.5	4	1	-8	-1
CCOC(=O)c1csc(NC(=O)c2ccc(S(=O)(=O)N3CCCC3)cc2)n1	-2	2	-1	10	4.2	-1	1	-7	0
O=[N+]([O-])c1ccc(O)c(C=Nc2cccc3ncccc23)c1	6	1	20	0	6.0	-2	3	-8	0
Cn1ccc(=O)c2cc([N+](=O)[O-])ccc21	15	0	0	3	-1.5	-3	nt	-5	-1
Cc1cccc(OCC(=O)Nc2ccc(S(=O)(=O)Nc3ccccn3)cc2)c1	-11	4	6	-4	-0.1	-5	2	3	3
O=S1(=O)CC(O)C(N=Nc2c(O)n(Cc3ccccc3)c3ccccc23)C1 (stereo unspecified)	-7	1	6	7	1.1	6	0	-1	-1

Screening results deposited in PubChem BioAssay by several laboratories.
